HIF-2a inh – inhibitors of HIF-2a | 360,000 compounds, 0.72% hits | inhibition, % at 18.8 µM | AID 624352 | 786-0 RCC cells HIF-2a reporter, luciferase luminescence, overnight;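 active means inhibition of the luminescence signal of 40% or more relative to plate controls, in a single-dose primary screen at 18.75 µM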
NR2E3 ag-1 – activates human NR2E3 receptor; AID 602229; 360,000 compounds, 0.35% hits; inhibition of corepressor binding, % at 3.98 µM; CHO-S Gal4-NCOR/VP16-NR2E3 two-hybrid, luciferase;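 active means inhibition above the mean of all tested compounds plus 3 SD, cut at about 70% in these data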;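 further: 0% = DMSO with NR2E3 transfected cells and 100% = cells lacking NR2E3 construct; higher means lower luciferase signal from less NR2E3 corepressor binding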
Target sequence (Q9Y5X4 whole entry, looked up, the tested form may be a part): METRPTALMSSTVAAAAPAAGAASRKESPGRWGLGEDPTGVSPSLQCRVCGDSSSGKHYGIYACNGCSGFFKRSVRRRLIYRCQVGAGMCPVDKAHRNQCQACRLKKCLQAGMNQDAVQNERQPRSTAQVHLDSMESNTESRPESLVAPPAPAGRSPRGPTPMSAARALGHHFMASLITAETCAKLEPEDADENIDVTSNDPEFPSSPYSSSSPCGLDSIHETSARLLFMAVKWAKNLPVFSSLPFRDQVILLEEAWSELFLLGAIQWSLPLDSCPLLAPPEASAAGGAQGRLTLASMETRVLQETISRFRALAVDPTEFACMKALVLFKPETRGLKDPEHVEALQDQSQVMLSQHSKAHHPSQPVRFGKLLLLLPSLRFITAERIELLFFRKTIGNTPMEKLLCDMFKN
TRPM1 prom inh – MITF TRPM1 promoter inhibition in SK-MEL-5 cells | SK-MEL-5 TRPM1 promoter luciferase, 24 h | inhibition, % at 12.5 µM | 330,000 compounds, 0.83% hits | AID 488899;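 active means mean inhibition across replicates of 60% or more, whatever share of single replicates reaches that level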; further: values of inactives mirror those of a sister screen read the other way
PDI inh – inhibitors of human protein disulfide isomerase; P07237; PDI insulin aggregation turbidity, A650, 90 min; inhibition, % at 10 µM; 350,000 compounds, 0.052% hits; AID 588391;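 active means mean inhibition across replicates of 30% or more, whatever share of single replicates reach that level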;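 further: absorbance from insulin aggregation driven by PDI reduction with DTT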
Target sequence (P07237 whole entry, looked up): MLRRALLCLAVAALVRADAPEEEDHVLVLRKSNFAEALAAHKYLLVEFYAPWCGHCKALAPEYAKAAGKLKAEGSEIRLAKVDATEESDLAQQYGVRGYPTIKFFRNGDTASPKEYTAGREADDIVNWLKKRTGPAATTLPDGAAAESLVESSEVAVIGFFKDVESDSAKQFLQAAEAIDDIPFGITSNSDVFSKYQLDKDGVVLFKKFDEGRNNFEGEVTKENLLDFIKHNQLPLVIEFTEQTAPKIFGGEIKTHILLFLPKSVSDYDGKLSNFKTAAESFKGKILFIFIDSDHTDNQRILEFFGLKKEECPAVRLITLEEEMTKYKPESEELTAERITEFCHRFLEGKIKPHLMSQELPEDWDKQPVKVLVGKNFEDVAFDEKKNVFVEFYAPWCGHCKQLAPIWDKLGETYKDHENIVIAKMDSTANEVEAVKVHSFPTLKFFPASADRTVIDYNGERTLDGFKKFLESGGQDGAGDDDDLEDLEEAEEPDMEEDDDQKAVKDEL
Vif inh – HIV Vif inhibition; inhibition, % at 7.49 µM; HEK293T cells, Vif self-association by quenched fluorescence, imaging, 24 h; 340,000 compounds, 0.35% hits; in the data active means inhibition above about 50%, passing the limit was not always enough; further: some results filed as inactive read as strong as hits
CF NFkB block – blocks PAF-induced NF-kB reporter in cystic fibrosis cells; KKLEB NF-kB-GFP reporter, GFP fluorescence overnight; inhibition, % at 5 µM; 360,000 compounds, 0.86% hits; AID 588850;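 active means at least 50% inhibition at 5 µM, scaled per plate between neutral and stimulator controls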;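 further: PAF is a Pseudomonas aeruginosa culture filtrate used as stimulus; plate controls were PAF-stimulated DMSO wells for no effect and unstimulated DMSO wells for full effect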
Shn3 3UTR inh – reduces Shn3 3'UTR luciferase signal in osteoblasts; Clone20 osteoblast Shn3 3'UTR firefly luciferase, 24 h; inhibition, % at 12.5 µM; 360,000 compounds, 0.52% hits; AID 588674;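 active means mean inhibition of at least 75% with every replicate also reaching 75%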;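 further: 0% = median of neutral control wells and 100% = pilot-screen positive control compound; some compounds past the cut are filed as inactive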
KKLEB cytotox – reduces viability of KKLEB cystic fibrosis airway cells. KKLEB CF airway cells viability, ATPlite luminescence, overnight; stronger effect = lower value; cells stimulated with P. aeruginosa culture filtrate. activity change (cytotoxicity), % at 5 µM. 360,000 compounds, 0.36% hits. AID 602141;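 active means corrected activity change at or below -50% at 5 µM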
NR2E3 ag-2 – NR2E3 (human) agonism; Q9Y5X4; GST-NR2E3/biotin-RetCOR TR-FRET, 1536-well; inhibition of corepressor binding, % at 4.78 µM; 320,000 compounds, 0.12% hits; AID 2300;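 active means percent inhibition above the cutoff of mean plus 3 SD of all tested compounds, set per screening campaign, cut at about 20% in these data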;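 further: 0% = DMSO wells and 100% = biotin wells as full block of FRET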
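Material: NR2E3–RetCOR corepressor complex / Incubation: Compound–protein incubation for 5 h at 4 °C / Dosing: compound at 4.8 µM, single dose / Detection: time-resolved FRET / Benchmarks: high control biotin, low control 0.6% DMSO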
Peg3 promoter – reduces Peg3 promoter-driven luciferase expression in HeLa; HeLa PEG-Prom luciferase reporter, luminescence, overnight; inhibition, % at 20 µM; 360,000 compounds, 1.7% hits;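 active means inhibition of at least 50% at 20 µM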
CaV13 ICDI inh – Primary screen for inhibitors of IQ motif and Ca2+-dependent inactivation inhibitor domain binding in CACNA1D, Förster resonance energy transfer in living cells, …; HEK cells, CFP/YFP FRET ICDI-IQ, plate reader, 10 min; percent FRET-ratio fall versus neutral wells; inhibition, % at 12.3 µM; 340,000 compounds, 0.098% hits; AID 743397;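 active means mean replicate inhibition of at least 30% and at least 1% of replicates passing that level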;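 further: 0% = median of the neutral control wells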
Numbers without * were called inactive; . = no result given; & = joins results of further samples.

SMILES	HIF-2a inh	NR2E3 ag-1	TRPM1 prom inh	PDI inh	Vif inh	CF NFkB block	Shn3 3UTR inh	KKLEB cytotox	NR2E3 ag-2	Peg3 promoter	CaV13 ICDI inh
CCn1cc(S(=O)(=O)Nc2ccc(Cl)cc2F)cn1	13	-15	-6	0	-3	30	-11	6	1	13	.
O=C(COc1ccc([N+](=O)[O-])cc1)NCc1cccnc1	3	13	-8	-3	12	-6	-8	-1	4	13	.
Cc1cc(S(=O)(=O)N(C)CCc2ccccc2)ccc1-n1cnnn1	9	14	8	1	8	0	27	2	0	9	-5
Cn1nc(C(C)(C)C)cc1C(=O)N1CCCCC1c1cc(C(=O)Nc2ccc3c(c2)OCO3)no1 (configuration not stated)	0	34	.	7	-26	1	57	0	.	12	-14
COc1ccc(C(=O)NNC(=O)C2CC=CCC2)cc1 (configuration not stated)	-97	-56	-22	0	1	2	-20	6	2	-97	-1
CC1CCCCC1NC(=O)c1cccc(N2C(=O)C3C4C=CC(C4)C3C2=O)c1 (configuration not stated)	14	8	-4	-1	-8	17	30	5	-2	6	-7
CCOc1cc(-c2ccccc2)nc(N)n1	-187	-29	-22	0	.	2	-26	4	-1	-179	-8
CCCn1c(N)c(C(=O)COc2ccc(Br)cc2F)c(=O)n(C)c1=O	9	-11	6	0	26	-16	8	-13	-2	15	-5
CCCCCCSc1cccc(-c2nc3ccccn3c2NCc2ccccc2)c1	-132&-49	-35&-64	-4	-4	-1	4	10	-4	.	74*	-10&-13
COc1ccc(C=C(C(C)=O)C(C)=O)cc1OC	10	-3	5	-5	4	15	7	-11	0	15	-3
Clc1ccc(C2=CSC3=NCCN23)c(Cl)c1	21	-5	9	-3	6	-8	-5	-7	0	-1	-4
CCOC(=O)c1c(NC(=O)C2c3ccccc3Oc3ccccc32)sc(C(N)=O)c1C	25	-9	-8	-12	23	39	7	-34	5	17	-1
Cc1c(N=NC2=C(O)CC(C)(C)CC2=O)c(=O)n(-c2ccccc2)n1C	14	22	13	5	4	-2	15	-1	1	12	-4
C=Cn1ccnc1CC(O)c1ccc(OC)cc1 (configuration not stated)	4	17	1	2	33	-10	-13	-3	0	7	-21
COc1ccc(-c2csc(NC(=O)CCNC(=O)c3ccco3)n2)cc1	2	-6	.	-1	.	-13	14	-9	.	-1	-6
Cc1cc(=O)n2nc(N3CCC(C(=O)N4CCN(Cc5ccccc5)CC4)CC3)sc2n1	9	-37	-10	-3	3	-4	-12	12	3	7	.
Cc1nc2sc3c(c2c(=O)n1NC(=O)CCl)CCCC3	1	1	16	-1	-7	-12	5	-1	-1	8	-3
Cc1c(NC(=O)c2ccc(NS(=O)(=O)c3ccccc3)cc2)c(=O)n(-c2ccccc2)n1C	9	-6	-2	-2	21	-4	9	-10	4	0	.
COc1cc(OC)cc(-c2c(C#Cc3ccsc3)c3cc(-c4ccc5[nH]ccc5c4)ccc3n2C)c1	12	-29	9	1	2	-4	12	14	0	15	-4
CNC[C@H]1Oc2c(NS(=O)(=O)c3ccc(OC)cc3)cccc2C(=O)N([C@H](C)CO)C[C@H]1C	8	3	-25	-13	6	-14	-15	-15	.	2	-10
CCN(CC(=O)NC(C)(C)C)C(=O)c1ccc(Br)cc1	10	8	1	2	-6	-14	2	0	-2	-4	-7
CCCNC(=S)N1CCN(c2nc(-c3cccc(OC)c3)cs2)CC1	-25	2	-2	5	-2	-5	9	-16	-2	-18	-10
CC(O)(C#CCN1CCCCC1)c1ccccc1 (configuration not stated)	4	-6	5	-2	0	12	-3	-2	1	-2	.
CCOc1c2ccc(C(=O)NCc3ccc4c(c3)OCO4)cc2nn1CC	-1	7	.	-1	1	-25	-11	-18	2	-6	-6
COC(=O)[C@@]12CCCCN1[C@H](c1ccc(-c3ccc(Cl)c(Cl)c3)cc1)[C@H]1C(=O)N(C)C(=O)[C@H]12	4	8	14	0	10	8	18	-4	.	0	-6

Next results.
SMILES	HIF-2a inh	NR2E3 ag-1	TRPM1 prom inh	PDI inh	Vif inh	CF NFkB block	Shn3 3UTR inh	KKLEB cytotox	NR2E3 ag-2	Peg3 promoter	CaV13 ICDI inh
CC(SCc1ccccc1)C(=O)Nc1ccccc1Br (configuration not stated)	-89	-4	-16	-1	-3	-2	-1	2	8	-52	-20
CC(=O)NC(=S)Nc1ccc(N2CCOCC2)c(S(=O)(=O)Nc2cc(Cl)ccc2Cl)c1	13	-5	-6	8	-6	6	-1	16	4	13	-21
COC(C(=O)NCc1ccc(C)cc1)c1ccccc1 (configuration not stated)	13	-13	0	16	9	0	6	6	2	-1	-18
Cc1cccc(N2CCN(C(=O)c3ccc4nc[nH]c4c3)CC2)c1C	10	-3	14	-2	-5	0	-3	-16	1	15	-4
COC(=O)c1cc(C)sc1NC(=O)CC1Nc2ccccc2NC1=O (configuration not stated)	2	15	5	0	10	25	-5	-9	.	3	-2
Nc1nc(-c2ccc(C(=O)O)cc2)cs1	6	-14	0	-6	7	-4	-8	1	-1	5	-4
CC(=O)N/C(=C\c1ccccc1)C(=O)OCC(=O)N1CCCCCC1	18	14	0	5	-15	1	-5	-3	4	13	-3
COC(=O)/C=C1\NC(=O)C(C)S1 (configuration not stated)	1	-7	-8	-11	8	-5	-4	2	2	11	-4
Cn1cncc1COC(=O)c1ccc(Cl)cc1	18	18	-3	5	-2	3	8	-1	-2	11	-4
O=C(CN1C(=O)c2cccc3cccc1c23)NCC1CCCO1 (configuration not stated)	10	-21	-4	-2	-5	1	0	-6	-1	-4	-1
O=S(=O)(/N=C(/Nc1cccc2ccccc12)c1ccccc1)c1ccccc1	9	-10	23	-5	1	6	16	1	1	15	-4
CCOc1ccc(CN2C(=O)c3ccccc3Sc3ccc(C(=O)NCCCN4CCOCC4)cc32)cc1	6	-1	-3	7	-1	19	11	14	-12	27	-3
Cc1ccccc1N1CC(C(=O)N2CCCCCC2)CC1=O (configuration not stated)	-16	-8	5	3	0	-12	5	-3	-3	-11	-2
CCCNc1nc(Nc2ccc(C)c(Cl)c2)c2cnn(C)c2n1	17	10	10	-5	-13	-11	22	14	-1	46	-4
O=C(COc1ccc2c(-c3ccccc3)cc(=O)oc2c1)NCC1CCC(C(=O)O)CC1 (configuration not stated)	8	-39	-4	.	0	2	-1	-2	-1	8	.
CC(=O)c1cc(NC(=O)c2ccc(C)cc2)c(=O)oc1C	-123	-21	-4	2	0	-2	1	0	-2	-54	-4
CC1(C)CC(=O)N(CC(=O)NCc2ccccc2)c2ccccc2S1(=O)=O	0	2	.	.	7	12	2	2	1	4	14
CCOC(=O)NC(=O)CSc1nc(-c2ccc(C)c(C)c2)cn1-c1ccccc1	-223	-96	-68	-16	-9	-1	-29	-5	2	-243	-7
Cc1cccc(CCNC(=O)C2CCC(=O)N(Cc3ccc(Cl)cc3)C2)n1 (configuration not stated)	4	-39	3	-3	10	-9	-14	6	4	1	-6
C=CCSc1nc(Cc2ccc(Cl)cc2)nc2ccccc12	8	-4	8	-2	-3	17	25	-2	-4	11	-5
COC(=O)C(Cc1ccccc1)NS(=O)(=O)c1ccccc1Br (configuration not stated)	5	-36	0	-2	.	-10	-35	8	5	3	-6
COCCCN1C(=O)C(CC(=O)NC(c2ccccc2)c2ccccc2)CC(C(=O)N2CCOCC2)=C1C (configuration not stated)	8	-9	.	-4	-3	-8	-8	-5	.	2	-6
COc1ccc(CCNC(=O)Nc2nnc([C@H]3C[C@H](O)[C@@H](CO)O3)s2)cc1OC	9	-41	.	-7	.	-20	8	6	.	-4	-6
CCCCOc1ccc(Cc2c(O)nc(SC)[nH]c2=O)cc1	24	-10	1	11	13	-7	3	3	-1	16	-3
COc1ccc(Nc2ccc3ccccc3c2)cc1	-336	-107	-101	-3	-1	-11	-47	0	.	-357	-6

(next part)
SMILES	HIF-2a inh	NR2E3 ag-1	TRPM1 prom inh	PDI inh	Vif inh	CF NFkB block	Shn3 3UTR inh	KKLEB cytotox	NR2E3 ag-2	Peg3 promoter	CaV13 ICDI inh
Cc1nc2oc3ccc(F)cc3c(=O)c2cc1C(=O)O	-176	-23	6	-6	6	2	-39	4	1	-71	-3
O=C(O)CC1CCC(=C(Cl)Cl)C1 (configuration not stated)	3	7	-3	-1	0	-17	8	13	0	12	-6
CC(=O)c1ccc(S(=O)(=O)NCCC(=O)NCCc2c[nH]c3ccccc23)cc1	13	4	19	-3	-1	10	10	-16	2	17	-6
Cc1ccc(NC(=O)c2sc3nc4c(c(-c5ccco5)c3c2N)CCC4)cc1	-76	-86	-4	-5	.	11	11	-2	12	-30	-10
COc1cccc(N2CC(C(=O)NCc3n[nH]c(=O)c4ccccc34)CC2=O)c1 (configuration not stated)	3	14	-4	1	-2	-25	2	18	.	3	-7
O=C(Nc1ccccc1Cl)c1cc(C2CCCCN2C(=O)CCCc2ccccc2)on1 (configuration not stated)	12	-20	.	11	8	-17	14	4	.	6	-6
COc1ccc(CN(C)C(=O)c2cccc(S(=O)(=O)N3CCc4ccccc43)c2)c(OC)c1	5	22	24	13	-5	22	10	-2	0	20	-2
Cc1cc2cc(C)c(NCCNC(=O)c3ccccc3)nc2cc1C	-6	-6	-10	-1	-24	-24	26	2	0	0	-5
O=C(N/N=C\c1ccc(CN(Cc2ccc(Cl)cc2)S(=O)(=O)c2ccccc2)o1)C(=O)Nc1ccc(F)cc1	-80	-33	-28	-5	-1	0	-8	-1	-1	-96	0
CCN(CC)c1ccc(N=Nc2ncn[nH]2)cc1	-175	-114	-32	2	3	-8	-62	-2	-5	-171	-5
Cc1nc2c(-c3ccccc3)c(C)nn2c(C)c1CC(=O)O	20	-2	-6	-4	-2	-2	0	-5	-1	9	0
COc1ccc(S(=O)(=O)N2CCCCC2)cc1NC(=O)Cc1sc(C)nc1-c1ccc(F)cc1	12	26	6	-6	-1	-15	10	6	2	8	-16
CC(NC(=O)/C(C#N)=C/c1ccc(N2CCOCC2)cc1)c1ccccc1 (configuration not stated)	4	-12	-16	6	-9	0	-3	-5	1	-1	1
COc1ccc(CCC(=O)NCCc2cn3c(C)csc3n2)cc1	-19	-12	.	.	8	-6	-9	6	2	-18	-5
COC(=O)c1oc2ccc(Br)cc2c1NC(=O)CN1CCN(C)CC1	4	-9	1	0	-9	11	-2	-7	1	-5	-5
O=C(CN1CCC(NC(=O)C2CCCCC2)CC1)Nc1ccccc1	13	1	-5	-14	-1	2	0	28	.	14	-2

Record cards (already shown).
COc1ccc(S(=O)(=O)N2CCCCC2)cc1NC(=O)Cc1sc(C)nc1-c1ccc(F)cc1 in the list: HIF-2a inh: 12; NR2E3 ag-1: 26; TRPM1 prom inh: 6; PDI inh: -6; Vif inh: -1; CF NFkB block: -15; Shn3 3UTR inh: 10; KKLEB cytotox: 6; NR2E3 ag-2: 2; Peg3 promoter: 8; CaV13 ICDI inh: -16
CC(=O)c1ccc(S(=O)(=O)NCCC(=O)NCCc2c[nH]c3ccccc23)cc1 in the list: HIF-2a inh: 13; NR2E3 ag-1: 4; TRPM1 prom inh: 19; PDI inh: -3; Vif inh: -1; CF NFkB block: 10; Shn3 3UTR inh: 10; KKLEB cytotox: -16; NR2E3 ag-2: 2; Peg3 promoter: 17; CaV13 ICDI inh: -6

Source: PubChem
